HT1080-NT tox = qHTS for induction of synthetic lethality in tumor cells producing 2HG: qHTS for the HT-1080-NT fibrosarcoma cell line; HT-1080-NT fibrosarcoma viability, CellTiter-Glo ATP luminescence, 48 h; Potency, µM (highest dose often 46.1 µM), for inactives: top-dose activity, negative = less viability, most hits filed as cytotoxic; 360,000 tested, 1.6% active; AID 686970, 2013;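 also: NT is the 2HG producing partner of a matched IDH1 knockdown line; potency is read from the fitted curve at half-maximal effect; 0% = DMSO-treated cells and -100% = media-only wells without cells; nearly all actives have a fitted effect of over 55% in size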
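A 48-hour cytotoxicity screen used HT-1080-NT cells plated 2 hours before compound delivery. ATP-based CellTiter-Glo luminescence measured viability, normalized to DMSO and no-cell controls.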
KB-3-1 cytotox = qHTS assay for MDR1-selective chemotherapeutics: Primary screen using the parental adenocarcinoma cell KB-3-1. Potency, µM (series often up to 46.1 µM), inactives show top-dose activity change, negative = cytotoxic, usual class: cytotoxic. KB-3-1 viability, CellTiter-Glo ATP luminescence, 72 h. 400,000 tested, 1.4% active; also: potency is read from the fitted curve at half-maximal effect; % is scaled to controls: 0 for no effect and ±100 for the full control effect; nearly all actives have a fitted effect of over 60% in size
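Using CellTiter-Glo luminescence, growth of non-resistant KB-3-1 adenocarcinoma cells is assessed 72 h after pin-tool compound addition at 37 °C. Normalized responses across the concentration series yield fitted curves.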
D3 ag = qHTS of D3 Dopamine Receptor Agonist: qHTS. max activation, %. AID 652048, 2013. D3R DiscoveRx beta-arrestin cells, luminescence, 90 min. D(3) dopamine receptor (Homo sapiens), P35462. 410,000 tested, 0.58% active; in the data active = max activation above about 30%; also: 0% is about no effect; mostly tested at two doses, the higher about 12 µM
Target sequence (P35462 whole entry, looked up): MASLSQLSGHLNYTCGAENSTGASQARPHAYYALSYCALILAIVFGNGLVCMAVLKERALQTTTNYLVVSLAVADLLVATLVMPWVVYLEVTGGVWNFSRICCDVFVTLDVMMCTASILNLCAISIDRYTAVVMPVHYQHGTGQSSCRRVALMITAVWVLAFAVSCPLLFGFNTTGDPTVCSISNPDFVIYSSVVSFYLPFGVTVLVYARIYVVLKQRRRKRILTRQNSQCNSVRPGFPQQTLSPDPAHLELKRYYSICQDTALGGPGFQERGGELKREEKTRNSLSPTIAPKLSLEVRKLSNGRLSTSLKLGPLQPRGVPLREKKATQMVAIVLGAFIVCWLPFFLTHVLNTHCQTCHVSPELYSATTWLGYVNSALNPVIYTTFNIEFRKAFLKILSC
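Agonist mode: compounds and dopamine controls were applied to plated cells for 90 min at 37 degrees C after an overnight attachment at 1500 cells/well. Luminescent read-out followed 30 - 60 minutes at room temperature with DiscoveRx detection reagent.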
KB-V1 MDR tox = qHTS assay for MDR1-selective chemotherapeutics: Primary screen using the drug-selected MDR subline cells KB-V1 | KB-V1 MDR cells viability, CellTiter-Glo, 72 h | Potency, µM (top dose mostly 46.1 µM), for the others: top-dose activity change, negative = cytotoxicity, usual class: cytotoxic | 400,000 tested, 3.4% active | AID 1347076, 2019; also: potency is read from the fitted curve at half-maximal effect; % is scaled to controls: 0 for no effect and ±100 for the full control effect; nearly all actives have a fitted effect of over 60% in size
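Potencies derive from concentration-effect curves fitted to normalized luminescence (CellTiter-Glo) of KB-V1 cells treated for 72 h at 37 degrees C in phenol-red-free DMEM containing 10% FBS.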
IL1B secr inh = qHTS for Inhibitors of Inflammasome Signaling: IL-1-beta AlphaLISA Primary Screen | THP-1 LPS/ATP IL-1B secretion, AlphaLISA, 16 h; active compounds read low | activity change, % at 57.5 µM | 360,000 tested, 4.7% active; in the data active = activity change below about -50%; inconclusive = mostly about -30% to -49%; also: % is scaled to controls: 0 for no effect and ±100 for the full control effect
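Secreted IL-1B measured by AlphaLISA bead assay after 16 h compound exposure of THP-1 cells; compounds (final up to 57.5 uM) added 1 h before LPS (250 ng/mL) and ATP (1.25 mM) stimulation; lower signal means less secretion.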
HT1080 IDH1KD tx = qHTS for induction of synthetic lethality in tumor cells producing 2HG: qHTS for the HT-1080-IDH1KD cell line. HT-1080 IDH1 knockdown viability, ATP luminescence, 48 h. Potency, µM (titrated, usually from 46.1 µM), inactives show top-dose activity, negative = toxicity, actives largely listed as cytotoxic. 360,000 tested, 2% active. AID 686971, 2013;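 also: potency is read from the fitted curve at half-maximal effect; 0% = DMSO wells and -100% = cell-free medium wells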
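HT-1080-IDH1KD cells (IDH1 knocked down), 750/well in RPMI with 5% FBS, treated with compound 48 h at 37 degrees C. Viability by CellTiter-Glo luminescence, normalised to DMSO and no-cell wells; concentration-response curves classed.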
SW480 rerep = A quantitative high throughput screen for small molecules that induce DNA re-replication in SW480 colon adenocarcinoma cells; Potency, µM (top dose mostly 46.1 µM), for the others: top-dose re-replication activation, hits mostly activators; SW480 DNA re-replication, Hoechst DNA content imaging, 48 h; 340,000 tested, 1.8% active; AID 624297, 2012; also: potency is read from the fitted curve at half-maximal effect; % of control where 0% means no effect; nearly all actives have a fitted effect of over 55% in size
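Readout is total intensity of Hoechst-stained nuclei, excited at 405 nm and collected at 500-530 nm. Compound treatment lasted 48 hr at 37 C in 5% CO2 before staining.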
GLP-1R agonist = qHTS of GLP-1 Receptor Agonists | Glucagon-like peptide 1 receptor (Homo sapiens), P43220 | HEK293 GLP-1R CRE-luciferase, luminescence, 4-6 h; cells express a hypersensitive GLP-1R form | Potency, µM (doses to about 45.6 µM), without a hit: top-dose activation, actives largely listed as activators | 380,000 tested, 0.007% active | AID 624172, 2012; also: potency is read from the fitted curve at half-maximal effect; % of control where 0% means no effect
Target sequence (P43220 whole entry, looked up): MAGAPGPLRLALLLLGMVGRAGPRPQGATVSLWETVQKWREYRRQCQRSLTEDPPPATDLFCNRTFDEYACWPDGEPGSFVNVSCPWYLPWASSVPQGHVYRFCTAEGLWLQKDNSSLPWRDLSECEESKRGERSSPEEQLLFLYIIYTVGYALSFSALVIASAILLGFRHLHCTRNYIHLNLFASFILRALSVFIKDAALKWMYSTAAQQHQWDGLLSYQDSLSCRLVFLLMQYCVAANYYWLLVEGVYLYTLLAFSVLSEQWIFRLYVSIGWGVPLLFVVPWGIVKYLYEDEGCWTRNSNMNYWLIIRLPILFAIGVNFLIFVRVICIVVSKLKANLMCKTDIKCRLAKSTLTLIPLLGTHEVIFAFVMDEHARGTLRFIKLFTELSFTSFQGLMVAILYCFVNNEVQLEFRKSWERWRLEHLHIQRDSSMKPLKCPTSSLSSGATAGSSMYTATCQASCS
DRD3 antagonist = qHTS of D3 Dopamine Receptor Antagonist: qHTS; D3R cells, DiscoveRx beta-arrestin luminescence, antagonist mode; active compounds read low; max response, negative = inhibition, %; 360,000 tested, 2.5% active; in the data active = max response below about -50%; inconclusive = no clear call, values can overlap the other calls; also: % is scaled to controls: 0 for no effect and ±100 for the full control effect; mostly tested at two doses, the higher about 12 µM
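Cells expressing the human receptor were seeded at 1500 cells/well, incubated overnight at 37 degrees C in 5% CO2, then exposed to library compounds with dopamine controls for 90 minutes at 37 degrees C before luminescent detection.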
An asterisk follows results filed as active; u = inconclusive; x = no result given; & = joins results of further samples; [ ] = dose if it differs, or a comment. Unless noted, calls follow the shape of the dose curve; as a rule, active = well fitted curve in the direction sought with a large enough effect; inconclusive = small, poorly fitted or top-dose-only effect, or another doubt; inactive = no such curve, though single readings can be large; an effect the other way counts as inactive or inconclusive.

Results follow in this order: HT1080-NT tox | KB-3-1 cytotox | D3 ag | KB-V1 MDR tox | IL1B secr inh | HT1080 IDH1KD tx | SW480 rerep | GLP-1R agonist | DRD3 antagonist
Cc1cc(-c2c(C)[nH]n(-c3ccccc3)c2=O)n(-c2ccccc2)n1
  2% | 0% | -3 | -9% | 6 | -2% | -6% | 4% | -26
O=Cc1c(N2CCC3(CC2)OCCO3)nc2ccccn2c1=O
  12% | 4% | -4 | 18% | -1 | 9% | 0% | 9% | -12
COc1ccc(C(=O)N2c3ccc(F)cc3CCC2C)cc1OC (configuration not stated)
  -3% | -3% | 0 | -18% | -12 | -1% | 1% | 1% | 0
COc1cc(/C=N/Nc2snc(SC)c2C#N)cc(OC)c1OC
  u | u | 28 | -29% | -21 | 4.6µM* | -1% | 5% | 26
O=C(NCCCNC(=O)c1ccco1)c1ccc(Cl)cc1
  -16% | -2% | -4 | -13% | 52 | -13% | -5% | 3% | 7
CC(=O)c1c(C)[nH]c(C(=O)OC(C)C(=O)Nc2ccc(C)c(S(=O)(=O)N3CCOCC3)c2)c1C (configuration not stated)
  -8% | 3% | 3 | 20% | 40 | -15% | -2% | 10% | -3
C=CCn1c(CNC(=O)c2cccs2)nnc1SCC(=O)c1ccc(Br)cc1
  -6% | 1% | -18 | 15µM* | 21 | u | -7% | -7% | 13
Cc1sc(NC(=O)CCS(=O)(=O)c2ccccc2)c(C#N)c1C
  7% | u | 1 | u | -3 | -7% | 0% | -2% | -12
CCC(C)NS(=O)(=O)c1ccc(OCC(=O)NCC2CCCO2)cc1 (configuration not stated)
  27% | -10% | 11 | -14% | 9 | 17% | -10% | -4% | 3
COc1cc(C(C(=O)NC(C)(C)C)N(C(=O)CNC(=O)c2cccs2)c2ccccc2)cc(OC)c1OC (configuration not stated)
  -4% | 3% | 8 | 6% | -12 | 0% | -3% | -1% | -5
COC(=O)/C=C1/SC(=NC(=O)c2ccc(Cl)cc2)NC1=O
  26% | 10% | 5 | 3% | -3 | 7% | -1% | -1% | 8
COc1ccc(C(C(=O)NC2CCCC2)N(C(=O)c2snc(-c3ccc(F)cc3)c2N)c2ccccc2)cc1 (configuration not stated)
  5% | -19% | 18 | -17% | 14 | 0% | 17% | -16% | 21
Cc1ccc(S(=O)(=O)N(C)c2ccc(OCC(=O)OCc3c(C)noc3C)cc2)cc1
  -1% | -1% | -2 | 5% | 69 | -1% | 0% | -5% | u
CCOC(=O)[C@]12CCCC=C1N(Cc1ccccc1)C(=O)[C@H](CC(=O)NCc1cccc3ccccc13)C2
  u | -4% | 8 | u | -22 | u | x | x | 11
CCOC(=O)c1ccc(N2C(=O)CC(N3CCC(Nc4ccc(F)cc4)CC3)C2=O)cc1 (configuration not stated)
  4%[9.24 µM] | 4% | -12 | 6% | -12 | -11% | -2% | 7% | 10
O=C(CNC(=O)[C@@H]1Cc2ccccc2CN1)NC1CCCCC1
  0% | 4% | 0 | 9% | 5 | 0% | -5% | -1% | 1
CCCCn1c(N)c(N(CC(C)C)C(=O)c2ccncc2)c(=O)[nH]c1=O
  3% | 8% | 4 | -2% | 4 | 5% | -1% | -18% | 7
CCCn1c(=O)c2ccccc2n2c(=S)[nH]nc12
  3% | -3% | -6 | 7% | 15 | 4% | -6% | -2% | -10
COc1cc(-c2nnc(SCC(=O)N(C)C3CCS(=O)(=O)C3)o2)cc(OC)c1OC (configuration not stated)
  9% | 18% | 5 | 0% | 0 | 10% | -8% | 2% | -13
O=C(Nc1ccccc1C(=O)Nc1nccs1)c1ccccc1
  u | 0% | 8 | -16% | 21 | u | x | -3% | 32
CCc1oc(-c2ccc(OC)cc2)c(C(=O)OCCCCCO)c1C(C)OCCO (configuration not stated)
  -9% | 24% | 1 | 3% | -2 | -14% | x | -6% | 14
NC(=O)CSc1nc2ccc([N+](=O)[O-])cc2[nH]1
  -20% | 2% | 4 | 13% | 31 | -2% | -3% | -8% | -3
Cn1cc([N+](=O)[O-])c(C(=O)NNC(=O)c2ccc([N+](=O)[O-])cc2Cl)n1
  0% | 0% | 13 | 7% | -8 | 9% | 3% | 1% | 4
COc1ccccc1OCC(=O)N1CC2(C)CC1CC(C)(C)C2 (configuration not stated)
  15% | 5% | 2 | -3% | -20 | 18% | 0% | 0% | 16
c1ccc(CC2CCN(Cc3nc(-c4ccccc4)no3)CC2)cc1
  -3% | u | -13 | 18% | 24 | -2% | 12% | 6% | 34
COc1ccc(OC)c(NC(=O)c2cc(-c3ccc(F)cc3OC(C)C)n[nH]2)c1
  -5% | 0% | 6 | -2% | -17 | -16% | x | 8% | 48
CCOc1ccc(CCNC(=O)Cn2nc(C)c3c(C)n(-c4ccccc4)nc3c2=O)cc1OCC
  -10% | -16%&11% | 5&7 | -19%&8% | -2 | 5% | -11% | 7% | -2
CC(C)c1cc(C(=O)Nc2cc(Br)ccc2O)no1
  7% | -13% | 7 | -4% | -2 | 6% | -4% | 0% | -25
COCCN(Cc1cc2cc(C)ccc2[nH]c1=O)S(=O)(=O)c1ccc(Cl)cc1
  -17% | -1% | -16 | -15% | -15 | -15% | -3% | 2% | 3
O=C1N[C@@H](Cc2cn(S(=O)(=O)c3ccccc3)c3ccccc23)C(=O)N[C@H]1Cc1ccccc1
  -18% | -2% | -2 | -5% | -5 | -7% | -5% | -5% | 6

As a short view, 2 of the compounds above.
Results follow in this order: HT1080-NT tox | KB-3-1 cytotox | D3 ag | KB-V1 MDR tox | IL1B secr inh | HT1080 IDH1KD tx | SW480 rerep | GLP-1R agonist | DRD3 antagonist
Cc1cc(-c2c(C)[nH]n(-c3ccccc3)c2=O)n(-c2ccccc2)n1
  2% | 0% | -3 | -9% | 6 | -2% | -6% | 4% | -26
O=Cc1c(N2CCC3(CC2)OCCO3)nc2ccccn2c1=O
  12% | 4% | -4 | 18% | -1 | 9% | 0% | 9% | -12

More structures follow.
Results follow in this order: HT1080-NT tox | KB-3-1 cytotox | D3 ag | KB-V1 MDR tox | IL1B secr inh | HT1080 IDH1KD tx | SW480 rerep | GLP-1R agonist | DRD3 antagonist
CCOC(=O)C1=C(COC(=O)CCOc2ccccc2)NC(=O)NC1C (configuration not stated)
  -1% | -5% | -10 | -9% | 5 | 1% | -8% | -9% | u
Cc1ccccc1C(=O)Nc1ccccc1N1CCN(C(=O)c2ccccc2)CC1
  -23% | -3% | 4 | -29% | -2 | -18% | 4% | 0% | -2
Cc1onc(-c2ccccc2)c1C(=O)Nc1ccc2c(C)cc(=O)oc2c1
  9% | -2% | 2 | 1% | -12 | 11% | 1% | 18% | 1
CN(CC(O)CN)CC(O)CN1CCCCC1 (configuration not stated)
  7% | 1% | -6 | 10% | 1 | 11% | -4% | -3% | -19
O=C(COc1ccc(Cl)cc1Cl)Nc1nc2n(n1)C(c1ccccc1)CC(=O)N2 (configuration not stated)
  -8% | -15% | -8 | 2% | 17 | -1% | -2% | -8% | -8
CC1CCc2c(sc3ncn(N)c(=N)c23)C1 (configuration not stated)
  u | -22% | 3 | -29% | 21 | u | u | -1% | -1
O=S(=O)(Nc1cccc(-c2cn3cccnc3n2)c1)c1ccc(-c2ccccc2)cc1
  -6% | -17% | 8 | 0% | 1 | -7% | 11% | 1% | 8
Cn1c(C(=O)N2CCCC(C(=O)NCc3ccc4c(c3)OCO4)C2)cc2sccc21 (configuration not stated)
  16% | 2% | 2 | 5% | 3 | 0% | 4% | 13% | -23
C=C(C)c1cc2c(ccc3ccc(=O)oc32)o1
  16% | 0% | -12 | -15% | 9 | 14% | 7% | -4% | 8
COCCOC(=O)c1c(C)oc2ccc(OC(=O)c3ccco3)cc12
  27% | -26% | 15 | -7% | 0 | u | -6% | 2% | -7
CCOC(=O)C1CCCN(C(=O)c2cccs2)CC1 (configuration not stated)
  22% | 0% | -5 | -8% | 10 | 6% | x | 10% | -27
COC(=O)CCC(=O)NC1CC(C)(C)Cc2c1cnn2-c1ccccc1 (configuration not stated)
  -4% | 20% | 3 | 19% | -16 | 1% | -68%[inhibitor] | 3% | -10
O=C(CN1C(=O)NC2(CCCCCC2)C1=O)NCc1ccco1
  2% | 7% | 1 | 0% | 11 | -16% | -5% | 7% | -4
CC(=O)N[C@@H](Cc1c[nH]c2ccccc12)C(=O)OCC(=O)NCc1ccc2c(c1)OCO2
  -2% | 13% | -3 | 24% | 28 | 1% | 3% | 0% | 0

Four records drawn at random from the list so far:
Results follow in this order: HT1080-NT tox | KB-3-1 cytotox | D3 ag | KB-V1 MDR tox | IL1B secr inh | HT1080 IDH1KD tx | SW480 rerep | GLP-1R agonist | DRD3 antagonist
O=C(COc1ccc(Cl)cc1Cl)Nc1nc2n(n1)C(c1ccccc1)CC(=O)N2 (configuration not stated)
  -8% | -15% | -8 | 2% | 17 | -1% | -2% | -8% | -8
CCOC(=O)C1=C(COC(=O)CCOc2ccccc2)NC(=O)NC1C (configuration not stated)
  -1% | -5% | -10 | -9% | 5 | 1% | -8% | -9% | u
Cc1ccccc1C(=O)Nc1ccccc1N1CCN(C(=O)c2ccccc2)CC1
  -23% | -3% | 4 | -29% | -2 | -18% | 4% | 0% | -2
CN(CC(O)CN)CC(O)CN1CCCCC1 (configuration not stated)
  7% | 1% | -6 | 10% | 1 | 11% | -4% | -3% | -19

Source: PubChem BioAssay (National Center for Advancing Translational Sciences (NCATS))

Rows were taken by chance, and some 12% of all compounds hit somewhere here.
